Source: PubChem (National Center for Advancing Translational Sciences (NCATS))
Vif-APOBEC3G blk: qHTS for Inhibitors of Vif-A3G Interactions: qHTS | HeLa A3G-eYFP + Vif (tagged APOBEC3G with the HIV-1 protein that degrades it), YFP fluorescence, overnight | Potency, µM (highest dose often 46.1 µM), without a hit: at the top dose activity, negative = active, hits mostly inhibitors | 410,000 compounds, 0.076% hits | AID 602310, 2012;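 further: potency means the concentration at half of the fitted maximal effect; on the % scale 0 is the no-effect control and ±100 the full control effect; nearly all actives have a fitted effect of over 60% in size; hits raise eYFP signal because A3G escapes Vif-driven loss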
Target sequence (Q9HC16 whole entry, looked up): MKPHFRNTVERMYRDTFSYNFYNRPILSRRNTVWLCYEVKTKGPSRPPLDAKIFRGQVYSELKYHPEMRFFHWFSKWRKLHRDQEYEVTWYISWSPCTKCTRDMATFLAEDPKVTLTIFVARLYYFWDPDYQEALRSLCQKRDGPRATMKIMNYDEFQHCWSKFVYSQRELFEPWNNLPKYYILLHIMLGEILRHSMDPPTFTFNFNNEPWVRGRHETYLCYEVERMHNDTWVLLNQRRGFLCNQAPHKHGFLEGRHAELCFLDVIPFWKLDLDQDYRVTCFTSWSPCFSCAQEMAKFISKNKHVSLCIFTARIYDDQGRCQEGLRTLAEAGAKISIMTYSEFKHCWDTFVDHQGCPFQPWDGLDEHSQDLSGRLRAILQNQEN
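HeLa cells stably expressing Vif and C-terminally eYFP-tagged A3G, seeded overnight at 37 deg C, then exposed to compound by pintool overnight at 37 deg C. Rise in yellow fluorescence (Ex 488/Em 500-530, Acumen) marks blocked Vif-driven A3G degradation.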
D2 potentiator: HTS Assay for Positive Allosteric Modulators of the Human D2 Dopamine Receptor: Primary Screen for Potentiators | D(2) dopamine receptor (Homo sapiens), P14416 | HEK293 T-REx D2, calcium flux, EC20 dopamine potentiation | potentiation, % at 10 µM | 340,000 compounds, 0.34% hits;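 active means potentiation over 3 SD above the plate norm, cut at about 30% in these data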; further: 0% is about no effect
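Potentiation of an EC20 dopamine calcium response measured kinetically over 180 s, after a preceding 180 s compound-only read flagging agonists. Cells: inducible Hek293 Trex D2 line, 4000/well, cultured overnight at 30 C before dye loading.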
D1 ag: Allosteric Agonists of the Human D1 Dopamine Receptor: qHTS; HEK293 T-REx D1 cells, calcium flux, agonist mode; D(1A) dopamine receptor (Homo sapiens), P21728; activation, % at 2 µM; 360,000 compounds, 1% hits; in the data active means activation above about 30%; further: 0% is about no effect
Target sequence (P21728 whole entry, looked up): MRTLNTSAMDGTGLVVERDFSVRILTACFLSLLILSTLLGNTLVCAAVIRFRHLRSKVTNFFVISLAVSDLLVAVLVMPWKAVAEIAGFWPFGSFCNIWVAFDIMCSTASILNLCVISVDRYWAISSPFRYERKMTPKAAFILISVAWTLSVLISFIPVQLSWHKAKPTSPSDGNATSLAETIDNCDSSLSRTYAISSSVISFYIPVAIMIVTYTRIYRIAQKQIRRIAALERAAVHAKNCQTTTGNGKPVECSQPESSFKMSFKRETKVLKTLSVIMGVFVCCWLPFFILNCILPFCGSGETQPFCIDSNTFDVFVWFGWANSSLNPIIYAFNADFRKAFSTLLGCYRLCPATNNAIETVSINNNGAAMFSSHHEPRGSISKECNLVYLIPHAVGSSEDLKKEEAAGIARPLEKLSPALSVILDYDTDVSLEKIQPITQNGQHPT
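Tetracycline-induced HEK293 TREx D1 cells, force-coupled to calcium signalling, were dye-loaded with a no-wash calcium kit. Compound was pin-added after a 10 s baseline. Fluorescence was read kinetically at 1 cycle/s for 180 s, with calcium rises flagged as agonism.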
D1 antag: Antagonist of Human D 1 Dopamine Receptor: qHTS; 360,000 compounds, 3.2% hits; HEK293 TREx D1 cells, calcium flux, dopamine EC80; hits give low values; D(1A) dopamine receptor (Homo sapiens), P21728; activity change, negative = inhibition, % at 10 µM; AID 504652, 2011; in the data active means activity change below about -30%; further: on the % scale 0 is the no-effect control and ±100 the full control effect
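Kinetic fluorescence of a calcium dye serves as the read-out. D1-expressing Hek293 Trex cells, induced overnight at 30 C, are exposed to compound for 180 s before an EC80 dopamine addition, then read 180 s further.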
Vif-A3F inh: qHTS for Inhibitors of Vif-A3F Interactions: qHTS; HeLa A3F-eYFP + Vif (tagged APOBEC3F with the HIV-1 protein that degrades it), YFP fluorescence increase; Potency, µM (doses to about 46.1 µM), inactives show at the top dose activity, negative = active; 390,000 compounds, 0.2% hits; further: potency means the concentration at half of the fitted maximal effect; % of control where 0% means no effect; nearly all actives have a fitted effect of over 65% in size
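HeLa cells stably expressing Vif plus C-terminally eYFP-tagged A3F were seeded, incubated overnight at 37 deg C, dosed with compound, incubated overnight again at 37 deg C. Yellow fluorescence (Ex 488/Em 500-530) reported blocked Vif-mediated A3F-eYFP degradation.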
RXFP1 antag: qHTS Assay for Antagonists of the Relaxin Receptor RXFP1. AID 1259400, 2018. HEK293-RXFP1, relaxin-stimulated cAMP HTRF, 30 min; hits give low values. activity change, negative = inhibition, % at 57.5 µM. Relaxin receptor 1 (Homo sapiens), Q9HBX9. 350,000 compounds, 0.59% hits;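 active means activity change of -60% or lower, but not beyond a set lower limit; inconclusive means change between -60% and -40%, or beyond the set limit; inactive means change above -40%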; further: on the % scale 0 is the no-effect control and ±100 the full control effect
Glioma ERSR ind: qHTS for Inducers of the Endoplasmic Reticulum Stress Response (ERSR) in Human Glioma: qHTS. U87-MG GRP78 promoter luciferase reporter, 16 h. Potency, µM, without a hit: top-dose activation, hits mostly activators. 420,000 compounds, 0.02% hits; further: potency means the concentration at half of the fitted maximal effect; series mostly up to about 76 µM; % of control where 0% means no effect; nearly all actives have a fitted effect of over 35% in size
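Stably transfected U87-MG glioma cells carrying a GRP78-based luciferase sensor; 16 h compound incubation. Luminescence end-point read 10 min after Bright-Glo addition at room temperature.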
D1 PAM: Potentiators of Human D1 Dopamine Receptor: qHTS. potentiation, % at 10 µM. AID 504651, 2011. D(1A) dopamine receptor (Homo sapiens), P21728. HEK293 TREx D1 cells, calcium flux, dopamine EC20 potentiation. 360,000 compounds, 0.036% hits; in the data active means potentiation above about 30%; further: 0% is about no effect
RXFP1 ag: qHTS Assay for Agonists of the Relaxin Receptor RXFP1 | Potency, µM (series often up to 57.5 µM), inactives show at the top dose activation, actives largely listed as activators | Relaxin receptor 1 (Homo sapiens), Q9HBX9 | HEK293T-RXFP1 cAMP TR-FRET, 30 min; response scale: percent of porcine relaxin response, buffer zero | 370,000 compounds, 0.3% hits; further: potency means the concentration at half of the fitted maximal effect; on the % scale 0 is the no-effect control and ±100 the full control effect; nearly all actives have a fitted effect of over 60% in size; many of its hits are not listed in these tables
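HEK293 cells stably expressing RXFP1, treated 30 min at 37C with compounds plus PDE4 inhibitor Ro 20174; cAMP measured by HTRF TR-FRET. Normalized to buffer and 29 nM porcine relaxin; EC50 by Hill fit.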
Starred values were filed as active, the others as inactive; u = inconclusive; x = not tested or not shown; & = joins results of further samples. Unless noted, the call rests on the fitted dose curve; in most records, active means well fitted curve in the direction sought with a large enough effect; inconclusive means small, poorly fitted or top-dose-only effect, or another doubt; inactive means no such curve, though single readings can be large; an effect the other way counts as inactive or inconclusive. A portion of the library (hit frequency here may not be typical).

#1 COc1ccc(CC(=O)Nc2c3c(nn2-c2cccc(Cl)c2)CS(=O)C3)cc1 (stereo not given)
#2 CN(C)CCCN(C(=O)c1ccc2c(c1)CCCC2)c1nc2ccc(Cl)cc2s1
#3 Cc1[nH]c(=O)[nH]c(=O)c1S(=O)(=O)N1CCCCC1
#4 O=C(C[n+]1ccccc1)N/N=C/c1cccs1
#5 CCCCCCCNC(=O)C1(CC2CC(c3ccc(Cl)cc3)=NO2)CCNCC1 (stereo not given)
#6 CC(C(=O)Nc1ccc(F)c(F)c1F)N(C)CCOc1ccccc1 (stereo not given)
#7 CCn1c(SC(C)C(=O)NCC2CCCO2)nc2scc(-c3ccccc3)c2c1=O (stereo not given)
#8 CC(NS(=O)(=O)c1ccc(Br)cc1)C(N)=O (stereo not given)

screen / no.	1	2	3	4	5	6	7	8
Vif-APOBEC3G blk	1%	-1%	0%	-5%	-1%	-1%	-1%	-1%
D2 potentiator	-14	-12	13	x	13	-3	2	-2
D1 ag	0	18	1	3	6	1	0	2
D1 antag	-3	9	-7	-18	-3	-17	-26	3
Vif-A3F inh	x	0%	2%	-8%	-1%	-6%	4%	-3%
RXFP1 antag	1	-77*	-12	1	x	-11	-11	9
Glioma ERSR ind	-2%	-13%	-3%	-4%	-8%	-1%	-2%	-5%
D1 PAM	-4	-6	7	-3	0	-11	-5	-1
RXFP1 ag	-1.2%	0.8%	0.7%	-2.5%	2.1%	2.5%	2.1%	1.9%

#9 NC(=O)NC(c1ccccc1)c1ccccc1
#10 COc1ccccc1NC(=O)c1ccc2[nH]c(C)cc(=O)c2c1
#11 C=CC(=O)N1C/C(=C/c2ccccc2)C(=O)/C(=C\c2ccccc2)C1
#12 CC1(C)Cc2c(cnn2-c2ccc(F)cc2)C(NC(=O)CCCN2CCCCC2=O)C1 (stereo not given)
#13 Cc1cccc2cc(CN(CCCN3CCOCC3)Cc3nnnn3C(C)(C)C)c(=O)[nH]c12
#14 O=C(CSc1nnc(Cc2ccccc2)o1)N1CCOCC1
#15 Cc1ccc(Oc2nnc(-c3ccccc3)c3ccccc23)cc1
#16 O=C(Nc1ccccc1Cl)N1CCC(CN2CCCCC2)CC1

screen / no.	9	10	11	12	13	14	15	16
Vif-APOBEC3G blk	-1%	4%	u	-1%	-3%	-2%	1%	6%
D2 potentiator	11	20	x	-2	5	-8	2	-4
D1 ag	185*	0	x	0	2	3	7	2
D1 antag	x	1	x	6	11	-4	0	17
Vif-A3F inh	-8%	1%	u	-2%	-1%	-7%	-2%	4%
RXFP1 antag	-7	3	-116*	-13	-1	-20	-31	-6
Glioma ERSR ind	-4%	-3%	-14%	1%	-4%	-4%	7%	-2%
D1 PAM	35*	-1	x	-7	9	-5	-3	-4
RXFP1 ag	-0.3%	1.4%	x	-2.6%	1.7%	0.1%	0.4%	-1.8%

#17 CCC(=O)Nn1cnc2c(c1=O)C1(CCCCC1)Cc1ccccc1-2
#18 Nc1nonc1-n1nnc(C(=O)N/N=C/c2ccncc2)c1-c1ccccc1
#19 CCc1nn2c(=O)cc(COC(=O)c3ccccc3NC(=O)COc3ccccc3C)nc2s1
#20 O=C(Nc1ccccc1)Nc1ncc([N+](=O)[O-])s1
#21 COCCN1CCN(C(=O)c2cc(COc3ccc(F)cc3Cl)on2)CC1
#22 COCCC(=O)N1CCC(Oc2ccc(C(=O)NCc3ccon3)cc2)CC1
#23 CCOC(=O)C1=C(C)n2c(s/c(=C/c3cccc([N+](=O)[O-])c3)c2=O)=NC1c1ccc(O)c(OC)c1 (stereo not given)
#24 CSc1ccccc1C(=O)NCc1ccc(S(N)(=O)=O)cc1

screen / no.	17	18	19	20	21	22	23	24
Vif-APOBEC3G blk	0%	-5%	2%	-1%	0%	1%	-1%	-1%
D2 potentiator	-1	5	0	0	-1	10	2	0
D1 ag	1	5	1	17	4	1	9	0
D1 antag	3	13	-11	-15	1	3	-90*	-12
Vif-A3F inh	-11%	11%	-9%	-10%	u	-1%	u	-1%
RXFP1 antag	-15	-3	3	-18	-4	-6	27	-12
Glioma ERSR ind	-5%	-12%	-2%	-13%	-2%	-3%	-1%	2%
D1 PAM	-4	0	2	-4	-2	1	2	6
RXFP1 ag	2.1%	2.9%	5.1%	1.0%	-3.2%	-2.9%	3.4%	0.1%

#25 Cc1cccc(OCC(=O)N2CCN(C(=O)Cc3ccccc3)CC2)c1
#26 Cc1ccn2c(C(=O)CSc3ccc(Cl)cc3Cl)c(C)nc2c1
#27 Cc1nn(-c2ccccc2)c(N)c1C(O)(CC(=O)C(F)(F)F)C(F)(F)F (stereo not given)
#28 C=CCn1c(C)cc(C(=O)COC(=O)[C@@H](NC(=O)c2ccccc2Cl)C(C)C)c1C
#29 COc1ccc(NC(=O)C2CCN(S(=O)(=O)c3c(C)noc3/C=C/c3ccco3)CC2)cc1
#30 CCOc1ccc(-n2c(=S)sc3c(=O)[nH]c(SCC(=O)N4CCC(C)CC4)nc32)cc1
#31 COc1ccc(NC(=O)NC2(C(=O)N3CCCCC3)CCCCC2)cc1
#32 COc1ccc(NC(=O)CCN2C(=O)c3ccccc3S2(=O)=O)c(OC)c1

screen / no.	25	26	27	28	29	30	31	32
Vif-APOBEC3G blk	-5%	2%	0%	0%	4%	-1%	0%	2%
D2 potentiator	-7	5	4	-2	4	-14	-3	4
D1 ag	1	3	2	0	1	2	3	-2
D1 antag	-6	-2	-1	-11	-11	-1	2	1
Vif-A3F inh	0%	-1%	8%	-8%	-8%	1%	-15%	4%
RXFP1 antag	5	-8	-9	-2	4	-5	7	3
Glioma ERSR ind	-5%	-4%	-5%	-6%	-3%	-2%	4%	-3%
D1 PAM	-5	4	-3	-12	3	-3	-2	0
RXFP1 ag	0.2%	0.6%	1.0%	0.0%	-1.9%	-1.6%	0.8%	-1.6%

#33 COc1ccc(-c2nc3ccccc3nc2-c2ccccc2)cc1
#34 Oc1c(CN2CCCCC2)cc(Br)c2cccnc12
#35 Cc1ccc(/C=C/C(=O)NC(=S)N2CCN(c3ccc(F)cc3)CC2)cc1
#36 O=C(CN1C(=O)COc2ccc(S(=O)(=O)N3CCCC3)cc21)NC1CC1
#37 Cn1cc(/C=N/Nc2ccccc2)c2ccccc21
#38 Cc1ccc(NC(=O)COC(=O)[C@H](C)N2C(=O)C3CC=CCC3C2=O)cc1S(=O)(=O)N(C)C (stereo not given in full)
#39 O=[N+]([O-])c1ccc2c(c1)S(=O)c1ccccc1-2 (stereo not given)
#40 CCC(=O)N1c2ccc(S(=O)(=O)CCC(=O)NC3CCCC3)cc2CC1C (stereo not given)

screen / no.	33	34	35	36	37	38	39	40
Vif-APOBEC3G blk	-4%	-14%	-1%	5%	-12%	-2%	0%	-1%
D2 potentiator	22	-15	-4	22	11	-3	-7	-9
D1 ag	3	2	2	2	1	1	-1	1
D1 antag	4	-8	-5	11	5	-6	3	3
Vif-A3F inh	2%	0%	13%	0%	-11%	-2%	2%	1%
RXFP1 antag	-32	x	3	-8	-4	6	24	4
Glioma ERSR ind	-5%	u	1%	-5%	6%	-3%	-3%	3%
D1 PAM	-3	4	2	4	1	-6	-4	0
RXFP1 ag	0.7%	0.7%	0.4%	-0.2%	3.9%	3.4%	2.0%	0.1%

#41 Cn1c(=O)c2c(nc(NCCO)n2C)n(C)c1=O
#42 CCc1cccc2c(C(=O)CCl)c[nH]c12
#43 COc1ccc(N2C(=O)CSC23C(=O)N2c4c(cccc43)C(C)=CC2(C)C)cc1 (stereo not given)
#44 CC(C)(C)C1CCc2oc3ccc(NS(=O)(=O)c4cc(Cl)ccc4Cl)cc3c2C1 (stereo not given)
#45 CC1=C(C(=O)OC2CCCCC2)C(c2cccnc2)n2nnnc2N1 (stereo not given)
#46 O=C(CCC(=O)OCc1ccc([N+](=O)[O-])cc1)Nc1ccc(F)cc1
#47 CCC(=O)N1CCc2cc(S(=O)(=O)CCC(=O)NCc3cccc(OC)c3)ccc21

screen / no.	41	42	43	44	45	46	47
Vif-APOBEC3G blk	7%	-8%	1%	-13%	1%	1%	2%&-2%
D2 potentiator	2	-6	11	-9	-19	5	-9&-1
D1 ag	2	-1	3	3	4	3	-1&-1
D1 antag	-5	22	5	18	-5	-13	6&-7
Vif-A3F inh	8%	-4%	-8%	-17%	11%	5%	0%&0%
RXFP1 antag	1	-1	-40	-27	-4	-1	u
Glioma ERSR ind	10%	13%	-6%	5%	-3%	-6%	-6%&-2%
D1 PAM	-3	1	2	1	0	2	-3&4
RXFP1 ag	6.1%	2.1%	0.6%	3.0%	-0.4%	1.9%	1.2%&-0.3%

Reprinted at random: 5 records from the list, in no set order.
#16 O=C(Nc1ccccc1Cl)N1CCC(CN2CCCCC2)CC1
#40 CCC(=O)N1c2ccc(S(=O)(=O)CCC(=O)NC3CCCC3)cc2CC1C (stereo not given)
#7 CCn1c(SC(C)C(=O)NCC2CCCO2)nc2scc(-c3ccccc3)c2c1=O (stereo not given)
#37 Cn1cc(/C=N/Nc2ccccc2)c2ccccc21
#27 Cc1nn(-c2ccccc2)c(N)c1C(O)(CC(=O)C(F)(F)F)C(F)(F)F (stereo not given)

screen / no.	16	40	7	37	27
Vif-APOBEC3G blk	6%	-1%	-1%	-12%	0%
D2 potentiator	-4	-9	2	11	4
D1 ag	2	1	0	1	2
D1 antag	17	3	-26	5	-1
Vif-A3F inh	4%	1%	4%	-11%	8%
RXFP1 antag	-6	4	-11	-4	-9
Glioma ERSR ind	-2%	3%	-2%	6%	-5%
D1 PAM	-4	0	-5	1	-3
RXFP1 ag	-1.8%	0.1%	2.1%	3.9%	1.0%
